PTAP TSG101 blk – blocks PTAP/TSG101 interaction to inhibit HIV-1 budding; Q99816; Fluorescence polarization, FITC-PTAP peptide / Tsg101 binding; Potency, µM (titrated, usually from 115 µM), without a hit: at the highest dose activity change, negative = inhibition, most hits filed as inhibitors; 340,000 tested, under 10 active; active = well fitted inhibition curve with a large enough effect in the main read-out, with a control signal flat, not every such curve was filed as active; inconclusive = small, poorly fitted or top-dose-only effect, or effect the other way, or a change in a side signal; inactive = no such curve, though single readings can be large or run the other way; note: potency is the fitted concentration of half-maximal effect; % of control where 0% means no effect
Target sequence (Q99816 whole entry, looked up): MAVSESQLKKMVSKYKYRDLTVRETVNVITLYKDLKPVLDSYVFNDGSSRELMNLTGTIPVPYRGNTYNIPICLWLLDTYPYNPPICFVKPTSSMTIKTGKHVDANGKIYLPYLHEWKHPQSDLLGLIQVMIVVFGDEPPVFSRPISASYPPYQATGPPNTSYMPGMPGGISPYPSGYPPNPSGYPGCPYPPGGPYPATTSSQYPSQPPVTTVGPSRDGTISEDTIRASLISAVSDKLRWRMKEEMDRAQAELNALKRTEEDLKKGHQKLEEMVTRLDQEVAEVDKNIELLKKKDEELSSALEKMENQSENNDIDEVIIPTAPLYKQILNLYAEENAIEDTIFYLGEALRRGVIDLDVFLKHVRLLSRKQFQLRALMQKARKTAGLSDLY
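Fluorescence anisotropy tracks displacement of a FITC-tagged PTAP peptide (50 nM) from the Tsg101 binding domain (10 uM), following a 20 min room-temperature incubation at pH 7.5.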
TCR activator – activators of T cell receptors. primary human leukocytes, anti-CD3, IL-2 HTRF, 48 h. Potency, µM (top dose mostly 9.22 µM), without a hit: top-dose activation of IL-2 secretion, usual class: activators. 330,000 tested, under 10 active. AID 504894; note: % of control where 0% means no effect
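Primary human leukocytes were stimulated with a-CD3 beads plus compounds for 48 hr without co-stimulation; secreted IL-2 was quantified by HTRF using a-IL-2-K (europium cryptate) and a-IL-2-d2, excited at 320nm with acceptor emission read at 665nm.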
Eya2 phos inh – blocks the phosphatase activity of human Eya2. 330,000 compounds, 0.006% hits. Potency, µM (doses to about 76.9 µM), for the others: at the highest dose activity, negative = inhibition, hits mostly inhibitors. AID 488837. recombinant Eya2, OMFP fluorescence dephosphorylation (OMFP is methylfluorescein phosphate). O00167; note: potency is the fitted concentration of half-maximal effect; % is set by controls: 0 for no effect and ±100 for the full control effect
Target sequence (O00167 whole entry, looked up): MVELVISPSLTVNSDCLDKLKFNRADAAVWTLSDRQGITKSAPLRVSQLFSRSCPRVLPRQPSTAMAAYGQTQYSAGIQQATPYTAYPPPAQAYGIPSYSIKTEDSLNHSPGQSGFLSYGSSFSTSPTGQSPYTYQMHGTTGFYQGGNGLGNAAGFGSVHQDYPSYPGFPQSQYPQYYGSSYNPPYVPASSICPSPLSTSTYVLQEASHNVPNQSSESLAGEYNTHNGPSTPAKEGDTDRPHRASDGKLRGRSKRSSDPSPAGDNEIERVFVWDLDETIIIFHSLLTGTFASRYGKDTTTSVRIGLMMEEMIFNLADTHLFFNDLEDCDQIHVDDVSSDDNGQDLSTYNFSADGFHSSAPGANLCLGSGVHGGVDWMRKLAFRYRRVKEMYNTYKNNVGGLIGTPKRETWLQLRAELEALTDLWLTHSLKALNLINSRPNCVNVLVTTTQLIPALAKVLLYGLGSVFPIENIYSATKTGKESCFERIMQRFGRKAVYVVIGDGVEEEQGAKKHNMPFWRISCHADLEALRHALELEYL
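Eya2 protein (added as 0.2 uM solution) was preincubated with compound for 10 min at ambient temperature in 50 mM HEPES pH 7.5, 50 mM NaCl, 5 uM MgCl2, 0.05% BSA, 1 mM DTT. OMFP (added at 50 uM) then reacted 10 min; fluorescence read at 485/525 nm.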
Tb PFK block – inhibitors of T. brucei phosphofructokinase. O15648. 330,000 compounds, 0.17% hits. AID 485367. Potency, µM (series often up to 57.5 µM), inactives show at the top dose activity, negative = inhibition, usual class: inhibitors. T. brucei PFK, ADP-Glo luminescence;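 note: potency is the fitted concentration of half-maximal effect; 0% = uninhibited 1x PFK enzyme wells and -100% = no-enzyme wells; nearly all actives have a fitted effect of over 60% in size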
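Compounds were pin-transferred as a titration series up to 57 uM into substrate buffer (0.5 mM F6P, 0.1 mM ATP, pH 8.0), then 1.25 nM PFK was added and reactions ran 45 min before ADP-Glo detection.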
B2AR arrestin – agonists driving beta-arrestin recruitment to human beta2-adrenergic receptor. P07550. beta-arrestin recruitment to beta2AR, cell-based reporter. Potency, µM (titrated, usually from 46.1 µM), inactives show at the highest dose activation, actives largely listed as activators. 330,000 compounds, 0.02% hits. AID 492947;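 note: potency is the fitted concentration of half-maximal effect; 0% = DMSO controls and full agonism = EC100 isoproterenol or metaproterenol; nearly all actives have a fitted effect of over 65% in size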
Chronic BCR inh – inhibitors of chronic active B-cell receptor signaling | ABC-DLBCL IkBa-CBG/CBR reporter, luminescence ratio, 4 h | Potency, µM (series often up to 46.1 µM), for the others: top-dose ratio change, negative = lower green/red ratio, hits mostly inhibitors | 340,000 compounds, 0.05% hits | AID 493014; active = well fitted inhibition curve with a large enough effect in the signal ratio, with a control signal flat, not every such curve was filed as active; inconclusive = small, poorly fitted or top-dose-only effect, or effect the other way, or a change in a side signal; the % refers to the signal ratio;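 note: potency is the fitted concentration of half-maximal effect; plate controls were basal doxycycline-induced cells for no effect and cells given 10 µM MG132 for full effect; MG132 reads +100%, hits lower the ratio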
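TMD8 ABC-DLBCL cells carrying doxycycline-inducible green luciferase fused to IkappaBalpha plus unfused red luciferase were exposed to compounds (up to 46 uM) for 4 hrs at 37C. Activity came from the overlap-corrected green/red luminescence ratio.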
USP2a inh – USP2a (human) protease inhibition; Potency, µM (titrated, usually from 38.3 µM), for inactives: at the highest dose activity change, negative = inhibition, usual class: inhibitors; 330,000 compounds, 0.01% hits; O75604; USP2 core, Ub-CHOP2 coupled fluorogenic reporter, 485/531; AID 463254;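 note: potency is the fitted concentration of half-maximal effect; plate controls were DMSO wells for no effect and full inhibition by NEM control for full effect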
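USP2 core (10nM final) preincubated 30min RT with compound in 20mM Tris-HCl pH 8.0, 2mM CaCl2, 2mM beta-mercaptoethanol, 0.05% CHAPS; 25nM Ub-CHOP2 plus 25nM reporter substrate added, fluorescence (Ex485/Em531) read after 60min.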
uPA surface inh – blocks generation of uPA at the cell surface; cell surface uPA generation assay, qHTS; Potency, µM (highest dose often 38.3 µM), without a hit: top-dose activity change, negative = inhibition, usual class: inhibitors; 330,000 compounds, 0.31% hits; AID 540303; active = well fitted inhibition curve with a large enough effect; inconclusive = small, poorly fitted or top-dose-only effect; inactive = no such curve, though single readings can be large or run the other way; tested in mouse RAW 264.7 cells; note: potency is the fitted concentration of half-maximal effect; % is set by controls: 0 for no effect and ±100 for the full control effect; nearly all actives have a fitted effect of over 55% in size
Mito fusion act – mitochondrial division inhibition or fusion activation | S. cerevisiae fusion-defective mutant growth rescue, CellTiterGlo 48 h | Potency, µM (highest dose often 46.1 µM), inactives show top-dose growth rescue (activation), usual class: activators | 320,000 compounds, 0.23% hits | AID 485298;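 note: potency is the fitted concentration of half-maximal effect; % of control where 0% means no effect; nearly all actives have a fitted effect of over 45% in size; temperature-sensitive fusion mutants such as fzo1-1 at 37 °C on non-fermentable ethanol glycerol medium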
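Compounds are tested for their ability to restore growth of mitochondrial fusion-defective yeast strains at non-permissive 37C in YPEG medium over 48 hours. Viability is quantified by luciferase luminescence.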
TSHR antag – antagonists of human thyroid stimulating hormone receptor. P16473. TSHR-expressing cells, TSH-stimulated cAMP HTRF, 2 h; hits give low values. activity change, negative = inhibition, % at 11.5 µM. 330,000 compounds, 0.2% hits. AID 504810;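 active = activity change below a set negative limit, meaning inhibition stronger than a set level, cut at about -70% in these data; inconclusive = activity change between two set negative limits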; note: % is set by controls: 0 for no effect and ±100 for the full control effect
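Inhibition of cAMP made by TSHR-expressing cells under TSH stimulation (4nM final, EC80; 2 h, 37 deg C) is quantified with a one-step lysis HTRF kit, anti-cAMP cryptate versus cAMP-d2.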
ELG1 DNA repair – blocks ELG1-dependent DNA repair in HEK293T cells; AID 504467; 330,000 compounds, 2.3% hits; HEK293T ELG1-luciferase reporter, luminescence, 16 h; DNA damage induced by 5-fluorouridine; Potency, µM (titrated, usually from 46.1 µM), for inactives: at the highest dose activity change, negative = inhibition, actives largely listed as inhibitors; note: potency is the fitted concentration of half-maximal effect; % is set by controls: 0 for no effect and ±100 for the full control effect; nearly all actives have a fitted effect of over 55% in size
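Luminescence from the luciferase reporter, measured 30 min after ONE-Glo reagent at room temperature, was the read-out. Beforehand, 2,000 cells per well were exposed for 16 hr at 37 °C to 5-fluorouridine together with compound or vehicle.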
Numbers without * were called inactive; ? = inconclusive; . = not tested or not shown; [ ] = remark or other dose. Unless noted, calls come from the whole dose curve; as a rule, active = well fitted curve in the direction sought with a large enough effect; inconclusive = small, poorly fitted or top-dose-only effect, or another doubt; inactive = no such curve, though single readings can be large; an effect the other way counts as inactive or inconclusive. No enrichment for hits; 3% or so of the library scored in one or more.

SMILES	PTAP TSG101 blk	TCR activator	Eya2 phos inh	Tb PFK block	B2AR arrestin	Chronic BCR inh	USP2a inh	uPA surface inh	Mito fusion act	TSHR antag	ELG1 DNA repair
COc1cc(OC)cc(C(=O)Nc2nc(CC(=O)NCc3ccc(F)cc3)cs2)c1	1%	-1%	-23%	1%	0.4%	-8%	1%	?	-1%	-14	?
Cc1ccc(S(=O)(=O)N(C)C)cc1NC(=O)c1ccc(-n2cncn2)c([N+](=O)[O-])c1	-1%	-4%	-2%	-3%	0.0%	-1%	0%	-5%	-3%	-8	-9%
Cc1ccc(Nc2ccc(S(=O)(=O)N3CCOCC3)cc2[N+](=O)[O-])cc1C	-1%	0%[46.1 µM]	-16%	-3%	-0.5%	1%	1%	-5%	6%	-11	-21%
O=C(c1cccs1)N1CCN(CCCc2ccccc2)CC1	-1%	-5%	22%	-5%	0.3%	0%	6%	.	1%	4	5%
COc1ccc(C2N3CC4(C)CN2CC(C)(C3)C4O)cc1OC (configuration not stated)	-6%	-4%[46.1 µM]	-6%	-4%	0.5%	-2%	-2%	-2%	7%	8	0%
Cc1ccc(-n2nnnc2SCc2ccccn2)cc1C	-5%	1%	8%	-1%	-0.1%	?	3%	-9%	0%	6	?
Cc1nc(N2CCC(C)CC2)c2c(C)c(C(=O)Nc3cc(F)ccc3C)sc2n1	-4%	7%	-12%	-2%	2.8%	5%	-4%	-1%	-3%	6	?
OCCOCCNc1ncnc2c1cnn2-c1ccccc1	-7%	3%	6%	0%	0.3%	?	4%	-5%	-4%	-10	?
Cc1cc(C)n2nc(-c3ccsc3-n3c(C)ccc3C)cc2n1	8%	12%	9%	0%	0.5%	?	1%	1%	4%	2	-6%
O=C(NCc1ccco1)c1ccc(COc2ccc(Cl)cc2)cc1	0%	5%[46.1 µM]	-8%	0%	3.1%	?	4%	2%	1%	3	18%
C=CCN1C(=O)/C(=C2/Sc3ccc(OC)cc3N2C)SC1=Nc1cccc(O)c1	7%	-4%	-19%	-9%	0.1%	7%	1%	0%	0%	-4	?
COc1ccc2[nH]c(=O)c(CN(C(=O)c3ccco3)C3CCCCC3)cc2c1	0%	0%	-27%	-3%	0.0%	-32%	-6%	2%	2%	.	?
O=C(COC(=O)COc1ccc(Cl)cc1Br)NCCC1=CCCCC1	-8%	6%	8%	-5%	0.4%	?	1%	12%	-1%	11	2%
O=C(O)CSc1cn(Cc2ccccc2)c2ccccc12	-3%	3%	-10%	-19%	-0.2%	5%	0%	-6%	?	-4	16%
CCCCn1c(-c2ccc(Cl)c(Cl)c2)nc2cc3[nH]c(=O)c(C(C)C)nc3cc21	2%	-1%	-4%	-6%	-0.4%	?	-3%	7%	1%	5	-2%
CS(=O)(=O)Nc1cccc(C2=NN(C(=O)c3ccccc3)C(c3cccs3)C2)c1 (configuration not stated)	-3%	3%	6%	21%	0.8%	?	-1%	11%	11%	16	?
CSc1cccc(CN2CCC(Oc3ccc(C(=O)N4CCCCC4)cc3)CC2)c1	1%	1%	-3%	-6%	-0.2%	-11%	0%	-14%	-9%	-6	-21%
COc1ccccc1C(=O)OCC(=O)Nc1cccc(S(=O)(=O)N2CCCC2)c1	-2%	1%	5%	9%	-0.2%	-2%	0%	18%	0%	-12	-28%
C=COCCn1c(-c2nonc2N)nc2ccccc21	-1%	1%	16%[15.4 µM]	-1%	-0.2%	14%	0%	11%	3%	3	?
CCCCN(CCO)CCCC	-3%	3%	0%	1%	0.2%	-2%	2%	6%	-13%	-19	10%
CCOC(=O)c1c(CN2CCOCC2)oc2ccc(OC)cc12	-3%	2%	0%	-1%	0.1%	-1%	1%	4%	1%	1	-4%
CC(C)CC(=O)Nc1nnc(S(=O)(=O)N2CCCCCC2)s1	-5%	4%	-4%	5%	-0.2%	-6%	4%	10%	-14%	-6	3%
COC(=O)c1cnc(N2CCOCC2)nc1C(F)(F)F	2%	0%	-23%	1%	-0.3%	-13%	-1%	2%	-3%	-5	?
Nc1c(-c2ccccc2)c(CSc2nc3ccccc3[nH]2)nn1-c1ccc(C(=O)O)cc1	-2%	2%[46.1 µM]	9%	-3%	-0.6%	?	2%	3%	-1%	2	9%
CCCc1cc(=O)[nH]c(SCC(=O)Nc2nc(-c3ccccc3)cs2)n1	0%	1%	-7%	-17%	-1.0%	?	-2%	8%	-3%	20	21%
Cc1cccc(C(=O)NCC(=O)N(C)CC(=O)Nc2ccc(N3CCOCC3)cc2)c1	0%	0%	4%	-3%	-0.4%	3%	2%	0%	1%	-17	0%
Cc1cccc(C)c1Nc1c(-c2ccccc2O)nc2ncccn12	-10%	5%	1%	-9%	-0.2%	?	-3%	-3%	-4%	6	-3%
O=C(c1ccc(C(F)(F)F)cc1)n1ccc(-c2cccs2)n1	0%	-10%	-5%	5%	0.0%	0%	1%	-1%	3%	-4	-9%
Cc1nc(C)c(C(=O)NCCC(c2ccccc2)c2ccccc2)o1	0%	-3%	-5%	4%	-0.1%	-1%	1%	-4%	-6%	-11	5.8µM*
COc1cc(Br)c(-c2sc(Nc3ccccc3)n[n+]2-c2ccccc2)cc1OC	-3%	5%	6%	0%	-0.8%	2%	0%	10%	-4%	18	-11%
CCOc1ccc(CN2CCSCC2)cc1	1%	.	-10%	-7%	-0.5%	1%	0%	-4%	0%	0	0%
CC(C)NC(=S)N=Nc1c(O)[nH]c2ccc(C(C)C)cc12	-5%	1%[46.1 µM]	1%	0%	-1.9%	-11%	1%	-30%	-4%	0	-25%
COCCOC(=O)C1=C(C)NC(=O)NC1c1ccc(-c2cc(Cl)ccc2Cl)o1 (configuration not stated)	0%	-1%	-6%	19%	0.2%	-32%	5%	3%	14%	9	-8%
CC(NC(=O)/C=C/c1ccco1)c1nc2ccccc2n1Cc1ccccc1F (configuration not stated)	0%	7%[46.1 µM]	-1%	1%	3.1%	-2%	-6%	-4%	-4%	-4	-3%
S=C(NCC1CCCO1)N1CCN(Cc2ccccc2Cl)CC1 (configuration not stated)	-2%	9%	-5%	5%	-0.1%	-3%	0%	10%	4%	-1	?
Cc1ccc(S(=O)(=O)N(C)c2ccc3sc(C)nc3c2)cc1	-3%	6%	3%	-8%	0.1%	-17%	-2%	?	-3%	-10	-14%
COc1ccc(CCNC(=O)CN2C(=O)NC(Cc3c[nH]c4ccccc34)C2=O)cc1 (configuration not stated)	2%	2%	14%	0%	-0.5%	-11%	-2%	0%	-2%	-3	?
Cc1ccc(S(=O)(=O)N2CCC(C(=O)OCCOc3ccccc3)CC2)cc1C	-2%	3%	-7%	-5%	0.5%	-15%	-1%	4%	1%	-3	15%
O=C(NCCCCNC(=O)c1ccc(Cl)s1)c1ccc(Cl)s1	-1%	-3%[46.1 µM]	-4%	6%	-0.7%	6%	4%	0%	-2%	9	15%
COc1ccc(NC(=O)CSCC(=O)Oc2c(OC)cccc2OC)cc1	-2%	-1%	-29%	27%	-0.1%	-2%	2%	-2%	-4%	-1	16%
COC(=O)Cn1c(=NC(=O)c2ccc(OC)cc2)sc2cc(OC)ccc21	-1%	10%[46.1 µM]	0%	?	-0.5%	-15%	0%	3%	-4%	-1	-15%
Cc1ccc(C2(C(F)(F)F)N=C3Sc4cc(C)cc(C)c4N3C(=O)N2)cc1 (configuration not stated)	-7%	-1%	0%	1%	-0.4%	-20%	1%	-2%	3%	6	?
CCOC(=O)/C=C/C(=O)OCC(=O)Nc1ccc(Cl)cn1	0%	4%	6%	-3%	-0.1%	29%	-8%	-4%	-5%	17	24%
N#Cc1c(CSCC(=O)O)cc(=O)n2c1[nH]c1ccccc12	-1%	0%	-30%	19%	0.1%	?	0%	1%	-1%	0	-9%
Cc1cccc(-c2nc(CS(=O)CC(=O)NCc3ccco3)c(C)o2)c1 (configuration not stated)	-1%	5%	10%	1%	-1.0%	-1%	1%	-6%	18%	-2	0%
COc1ccc(N2C(=O)CCC(C(=O)Nc3ccccn3)C2c2ccc(OC)c(OC)c2)cc1 (configuration not stated)	-1%	-2%	12%	-2%	0.2%	-5%	1%	2%	1%	0	-3%

Screening data as filed in PubChem BioAssay.
